Dynein transport = inhibitors of GR-EGFP nuclear translocation, primary screen, dynein cargo transport inhibitor project, imaging, high-content, 3617.4 mouse cells; AID 1381, 2008; z-score, hits read low; test concentration mostly 20 µM; stimulated with dexamethasone, 1 µM; stronger effect = lower value; 220,000 compounds, 0.47% hits;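 active = plate z-score of nuclear minus cytoplasmic receptor signal below a set negative limit, without overly bright fluorescence or cell loss, cut at about -3.5 in these data, passing the limit was not always enough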;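 also: z-score of nuclear minus cytoplasmic ring GR-EGFP intensity difference per well; some compounds called inactive have numbers as strong as hits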
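Buffer or medium – tet-free medium with charcoal-stripped serum · Signal – automated 10x imaging of fixed Hoechst-stained cells · Also added – dexamethasone agonist, 1.0 µM final, for 30 min · Incubation – induction 48 h, compound 1 h, agonist 30 min · Read-out – GR-EGFP nuclear translocation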
AID2073 = inhibitors of Mint1-CaV2.2 protein interaction, biochemical, HTRF (AID 2073); HTRF protein-protein interaction, Mint1-CaV2.2; higher % means a stronger effect; inhibition, % at 20 µM; hits with a dose series show IC50 in µM; 290,000 compounds, 0.19% hits; in the data active = inhibition mostly above about 51%, no sharp cut-off; also: some results filed as inactive read as strong as hits
HIV peptide binding = inhibitors of HIV fusion peptide binding, primary screen, biochemical, uHTS, fluorescence dequenching (AID 1986); cell-free peptide binding, fluorescence dequenching, 30 min; higher % means a stronger effect; inhibition, % at 20 µM, or IC50 in µM where a hit was titrated; 290,000 compounds, 0.3% hits; in the data active = inhibition mostly above about 52%, no sharp cut-off; inactive = mostly below about 76%; also: some results filed as inactive read as strong as hits
Yfh1-off respiration = enhancers of respiration in Yfh1-depleted yeast, dose response, Friedreich's ataxia, plus single-dose screen (AID 1465). S. cerevisiae Yfh1-off respiration, WST-1 reduction, 72 h; higher fold induction means a stronger effect. fold induction at 50 µM; hits with a dose series show EC50 in µM. 220,000 compounds, 0.074% hits;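 active = fold induction of absorbance versus untreated yeast above a set limit, then at least 30% activation at any dose in follow-up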;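 also: activators that raise dye reduction in frataxin-depleted yeast; strong numbers were not always called active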
bCat nuc transl = modulators of beta-catenin nuclear translocation, primary screen, imaging, HeLa cells, immunofluorescence, high-content. nuclear translocation activity, % at 5 µM. 190,000 compounds, 0.3% hits. AID 1665, 2009;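 active = nuclear translocation activity above 50% at 5 µM, with a well cell count of 50 or more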;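 also: per-cell ratio of nuclear to cytoplasmic median beta-catenin stain intensity; plate controls were DMSO negative control for no effect and GSK-3 inhibitor IX positive control for full effect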
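System: Human HeLa cells, endogenous beta-catenin | Compound dosing: 5 µM primary, 0.02–20 µM confirmation | Timing: 24 h compound exposure at 37°C, 5% CO2 | Measured by: Fluorescence imaging of beta-catenin antibody stain plus DAPI | Read-out basis: % activation of per-cell nuclear versus cytoplasmic median beta-catenin signal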
Ins promoter up = insulin promoter activators in MIN6 cells, imaging, high-content screening, mouse beta cells; MIN6 insulin promoter-GFP reporter; stronger effect = higher value; z-score at 5 µM; 190,000 compounds, 0.3% hits; AID 1625, 2009;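 active = z-score above 3 at 5 µM with at least 500 cells counted in the well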
MT stabilizer = microtubule stabilizers in HeLa cells, primary screen, imaging, high-content imaging; 200,000 compounds, 0.83% hits; % tubulin-high responders, % at 10 µM; HeLa tubulin immunostaining HCS, 24 h; share of cells brighter than vehicle mean+2SD;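 active = plate Z-score above 3 for both tubulin-high and condensed-nucleus cell shares, with cell loss under 80%, at 10 µM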;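 also: anti alpha tubulin signal scored within the nucleus-defined area of each cell; some results filed as inactive read as strong as hits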
Autophagy HCS = autophagy modulators in MEF cells, primary screen, imaging, high-content, MEF GFP-LC3 | MEF GFP-LC3 puncta imaging; test concentration mostly 10 µM | calls only at 10 µM (by protocol) | 190,000 compounds, 0.98% hits | AID 463193, 2010;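 active = percentage of spot-positive cells more than 3 SD above its plate mean, without a fluorescence outlier flag or 80% toxicity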;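 also: spot-positive cell cutoff set from DMSO-treated cells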
WT yeast gro inh = growth inhibition of WT strain, primary screen, mitochondrial fusion inhibitor project, WT and mutant strains, chemical genetic. mitochondrial fusion phenotypic screen. inhibition, % at 10 µM. 190,000 compounds, 2.1% hits. AID 1362, 2008; in the data active = inhibition above about 58%; tested in S. cerevisiae
WT yeast gro inh mutant strain = recorded beside WT yeast gro inh, whose call it bears; inhibition, %; mitochondrial fusion phenotypic screen, mutant strain inhibition
Dynein transport cytoplasmic EGFP = also measured in Dynein transport; calls as there; z-score; measured here: cytoplasmic GR-EGFP intensity; stronger effect = higher value
Dynein transport nuclear GR-EGFP = recorded beside Dynein transport, whose call it bears; z-score; measured here: nuclear GR-EGFP intensity;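 lower value marks the stronger effect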
Dynein transport cell count = second read-out of Dynein transport, no call of its own (marks repeat the call); z-score; measured here: cell count per field
Ins promoter up cell count = second read-out of Ins promoter up, no call of its own (marks repeat the call); cell count; measured here: cytotoxicity, nuclei count;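 total cells summed across four imaged fields per well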
bCat nuc transl cell count 5 µM = second read-out of bCat nuc transl, no call of its own (marks repeat the call); cell count; measured here: cell count, cytotoxicity flag
MT stabilizer Hoechst-high % = also measured in MT stabilizer; calls as there; % Hoechst-high responders; measured here: nuclear condensation Hoechst responders;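 share of cells brighter than vehicle mean plus two SD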
MT stabilizer cytotoxicity % = further read-out of MT stabilizer, marked with its call; toxicity, %; measured here: cytotoxicity by cell density;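 0% = mean cell density of plate MIN control wells and 100% = no cells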
Autophagy HCS cell loss 18 h = recorded beside Autophagy HCS, whose call it bears; toxicity, %; measured here: cell loss, nuclei count;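 cell loss after 18 h compound exposure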
Numbers without * were called inactive; i = inactive; / = no result given.

cpd	Structure	Dynein transport	Dynein transport cytoplasmic EGFP	Dynein transport nuclear GR-EGFP	Dynein transport cell count	AID2073	HIV peptide binding	Yfh1-off respiration	bCat nuc transl	bCat nuc transl cell count 5 µM	Ins promoter up	Ins promoter up cell count	MT stabilizer	MT stabilizer Hoechst-high %	MT stabilizer cytotoxicity %	Autophagy HCS	Autophagy HCS cell loss 18 h	WT yeast gro inh	WT yeast gro inh mutant strain
1	COc1ccc(OCC(=O)N/N=c2\oc3c(OC)cccc3cc2C(N)=O)cc1	-0.56	-0.18	-0.0099	0.61	2%	-1.1%	i	-2.4	1179	0	1284	2.0	2.7	2.6	i	-10	-7	-11
2	O=C(C1=C[C@@H]2[C@H]3C(=O)N(c4cccc(Cl)c4)C(=O)[C@H]3[C@@H](C(=O)c3ccc(Cl)cc3)N2C=C1)c1ccccc1	-0.56	-0.095	-0.26	0.27	6%	25%	i	2.8	535	0.14	1249	2.0	1.8	4.9	i	19	13	7
3	CN(C)c1ccc(CN(C(=O)COc2ccccc2)C2CCS(=O)(=O)C2)cc1 (stereo not drawn)	3	0.12	1.8	-1.4	-16%	-2.9%	i	2.8	1045	/	/	5.6	2.9	14	i	15	-7	5
4	COc1ccc(-c2cc(C(F)(F)F)n3ncc(C(=O)N4CCc5ccccc5C4)c3n2)cc1	-0.63	-0.31	-0.12	1.4	28%	-0.6%	i	-1.1	1050	-0.42	1398	1.2	1.7	2.0	i	-5	31	9
5	O=C(Nc1cnn(Cc2c(Cl)cccc2Cl)c1)C(c1ccccc1)c1ccccc1	-0.17	0.66	0.31	0.31	2%	1.9%	i	/	/	-0.44	773	1.6	0.7	3.9	i	17	5	0
6	Cn1c(N)c(C(=O)COC(=O)c2ccco2)c(=O)n(C)c1=O	-0.58	-0.2	-0.38	0.5	0%	2.7%	i	-2.3	777	0.78	970	1.6	0.8	3.5	i	4	8	5
7	COc1ccc(OC)c(NC(=S)N2CCc3ccccc3C2)c1	0.55	0.098	0.68	-0.53	-11%	-0.7%	i	0.9	1517	-0.18	1456	2.9	1.3	8.0	i	-17	14	29
8	COc1ccccc1/C=C/C=N/NC(=O)c1ccccn1	0.18	-0.15	-0.02	-1.1	14%	-0.3%	i	-5.9	1126	-0.35	1196	2.5	2.1	0.4	i	-1	23	2
9	CN=C(Nc1cc(C)nn1-c1ccccc1)c1ccc(F)cc1	0.017	-0.18	-0.0056	0.53	-10%	-1.9%	i	2.7	1115	-0.73	1290	2.3	2.6	9.1	i	-13	8	17
10	CC(=O)NCCn1ccc2ccccc21	-0.8	-0.19	-0.34	0.44	1%	-1.1%	i	-0.8	1072	-0.15	1180	2.8	1.2	2.6	i	6	11	2
11	O=C(/C=C/c1ccc(Cl)cc1)Nc1ccc(S(=O)(=O)Nc2ncccn2)cc1	-0.22	-0.27	-0.3	0.00056	0%	-0.2%	i	1.2	996	0.18	1578	3.4	2.2	1.5	i	9	-10	3
12	C=CCn1c(COc2ccc(F)cc2)nnc1SCC(=O)N1CC(=O)Nc2ccccc21	-0.011	-0.35	0.17	0.41	-2%	1.1%	i	2.8	1328	-0.57	1434	2.0	2.5	7.9	i	14	-16	6
13	COc1ccc(OC)c(NC(=O)CCN2CCCCCC2)c1	-0.17	-0.26	-0.22	1	8%	-3.2%	i	/	/	/	/	2.5	1.7	9.1	i	3	-4	14
14	Cc1ccccc1-n1nnnc1SC(C)C(=O)NC1CCCc2ccccc21 (stereo not drawn)	0.53	-0.23	0.45	-1.1	2%	-1.6%	i	-0.1	1041	-0.49	1499	4.7	2.9	7.4	i	-2	28	-13
15	CCOC(=O)CC1C(=O)NCCN1C(=O)c1cc2c(=O)n3ccccc3nc2s1 (stereo not drawn)	-0.17	-0.22	0.11	-0.17	22%	1.7%	/	-6.5	1206	2.2	1008	3.5	1.4	7.5	i	-1	9	8
16	COc1ccc(Cn2c(O)c(/C=C3/C=CC=N3)c(=O)[nH]c2=O)cc1	-0.27	-0.77	-0.31	-0.21	19%	4.1%	i	-0.7	1383	-0.11	1050	/	/	/	/	/	/	/
17	COc1ccc2nc(Cl)c(C3CC(c4ccco4)=NN3C(=O)CCC(=O)O)cc2c1 (stereo not drawn)	0.31	-0.33	-0.25	0.44	20%	47%	i	-0.2	874	/	/	2.2	2.8	8.7	i	-8	3	-16
18	CC(=O)CC(=O)Nc1nc(C)cc(C)n1	0.34	-0.24	0.44	0.51	-4%	-1.0%	i	0.5	1108	1.1	1123	6.5	2.4	6.0	i	8	-11	6
19	CCn1c(C)nc2cc(C#N)ccc21	-1.4	-0.27	-0.18	0.28	-3%	1.1%	i	2.6	978	-0.43	1058	4.8	2.5	9.0	i	-10	-16	3
20	COc1ccc(NC(=O)c2c3c(nc4ccccc24)CCC3)cc1	-0.38	-0.22	-0.75	1.6	8%	2.8%	i	/	/	/	/	4.2	2.2	7.6	i	-35	6	-13
21	CCOC(=O)c1cccc(C(=O)Nc2nc3ccc(OC)cc3s2)n1	1.4	-0.36	0.42	-1.4	13%	0.2%	i	-1.8	1113	-0.48	1110	2.4	2.5	5.4	i	0	4	9
22	Cc1ccc(C(C(=O)Nc2ccc(C(C)C)cc2)N(C)C(=O)c2ccc(=O)[nH]c2)cc1 (stereo not drawn)	-0.65	-0.34	-0.15	0.79	8%	-1.0%	i	-0.5	1185	0.54	1192	5.3	1.7	8.5	i	14	9	16
23	CO/N=C/c1ccc(Sc2ccccc2)c([N+](=O)[O-])c1	-0.26	0.22	0.22	0.43	-4%	-2.0%	i	-0.4	1053	-1.3	945	0.9	1.2	6.8	i	-6	-14	-4
24	Nc1cccc(CN2CCCC2)c1	-0.69	-0.24	-0.35	0.26	-5%	-0.4%	i	-0.2	1541	0.02	1515	1.6	2.2	12	i	-28	0	-4
25	CCn1c2ccccc2c2nnc(SCc3ccc(C(=O)OC)o3)nc21	0.25	-0.077	0.09	-0.39	-24%	-2.2%	i	-0.1	1336	1.2	1524	1.9	2.6	10	i	2	12	9
26	Cn1c(NC(=O)c2cccs2)cc(=O)n(C)c1=O	0.35	0.029	0.53	-1.4	0%	-0.6%	i	5.7	1122	1.6	1052	4.0	1.6	3.3	i	6	2	10
27	COc1ccc(C(=O)Cn2c(Br)nc3c2c(=O)n(C)c(=O)n3C)cc1	-0.38	-0.29	-0.24	0.45	-2%	0.0%	i	-1.1	1231	0.06	990	4.2	3.0	7.0	i	-16	-10	-1
28	Cc1cccn2c(=O)c(/C=C(\C#N)C(=O)NC3CCS(=O)(=O)C3)c(N3CCC(C)CC3)nc12 (stereo not drawn)	1.2	-0.25	0.82	-0.85	15%	3.0%	i	-1.8	998	-0.81	1344	4.4	1.8	3.5	i	20	1	19
29	C/C(=N\S(=O)(=O)c1ccc(C)cc1)N1CCN(S(=O)(=O)c2ccccc2)C1C(C)C (stereo not drawn)	-2.4	0.17	-1.2	1.1	-6%	1.3%	i	-3.3	1199	0.22	910	1.6	1.0	7.4	i	4	5	-6
30	Cc1oc(-c2ccc(Cl)cc2)nc1CN1CCC(C(=O)N2CCN(Cc3ccccc3)CC2)CC1	1.6	0.22	1.3	-1.5	4%	-1.9%	/	/	/	-1.1	733	5.4	3.7	2.0	i	14	27	29
31	O=C(CN1C(=O)CCC1=O)Nc1ccc(S(=O)(=O)N2CCOCC2)cc1	0.33	-0.21	0.22	-0.2	11%	-0.8%	/	/	/	/	/	6.4	3.2	7.5	i	-12	12	9
32	COc1ccc(CCNC(=O)c2cccc(S(=O)(=O)N3CCCCC3)c2)cc1	-0.039	0.32	-0.41	0.54	0%	-1.1%	i	-3.3	1111	/	/	3.4	2.6	7.3	i	-1	-3	-22
33	Cc1ccc(C(=O)Nc2c(C)n(C)n(-c3ccccc3)c2=O)cc1S(=O)(=O)N1CCOCC1	1.2	1.3	0.72	-1	8%	1.5%	i	-2.7	891	-0.22	1222	2.5	2.6	8.9	i	4	/	/
34	COc1ccc(C(=O)COC(=O)CN2CC(=O)Oc3ccccc32)cc1Br	0.38	-0.19	0.3	0.011	1%	6.1%	i	-2.8	1196	-0.24	1273	7.8	2.3	5.6	i	9	1	20
35	C=C1CCN([C@H](C(=O)NCc2ccco2)C(C)C)S(=O)(=O)c2ccccc21	-1	-0.8	-0.44	0.87	2%	1.7%	i	0.4	1190	0.45	930	/	/	/	/	/	/	/
36	Cc1ccc(C(=O)c2c[nH]c3c(F)cc(F)cc3c2=O)cc1	0.33	-0.17	0.28	-0.27	3%	1.2%	i	-0.7	1063	0.25	1428	4.2	1.7	9.2	i	5	-3	15

Some values from the entries so far.
AID2073 result of COc1ccc(C(=O)COC(=O)CN2CC(=O)Oc3ccccc32)cc1Br → 1%
Ins promoter up result of C=CCn1c(COc2ccc(F)cc2)nnc1SCC(=O)N1CC(=O)Nc2ccccc21 → -0.57
